Screens: PubChem BioAssay, Sanford-Burnham Center for Chemical Genomics
MIN6 prolif – MIN6 beta-cell proliferation induction; MIN6 cells proliferation, ATPlite luminescence, 48 h; cells starved in 0.2% serum; 100% = growth in 10% serum; proliferation, % at 10 µM; 330,000 compounds, 0.29% hits;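 active means compounds whose signal lies at least 3.5 SD above the mean of all wells on their plate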;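 further: 0% = DMSO-treated cells in low-serum medium and 100% = 10% serum control; some compounds called inactive have numbers as strong as hits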
hIAP block – blocks human intestinal alkaline phosphatase; inhibition, % at 10 µM; 330,000 compounds, 0.12% hits; purified IAP, CDP-Star luminescence, 30 min; P09923; AID 2544;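 active means inhibition reaching a set limit with compound at 10 µM in the primary screen, cut at about 35% in these data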;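 further: plate controls were DMSO wells with enzyme for no effect and no-enzyme buffer wells for full effect; values of inactives mirror those of a sister screen read the other way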
Target sequence (P09923 whole entry, looked up): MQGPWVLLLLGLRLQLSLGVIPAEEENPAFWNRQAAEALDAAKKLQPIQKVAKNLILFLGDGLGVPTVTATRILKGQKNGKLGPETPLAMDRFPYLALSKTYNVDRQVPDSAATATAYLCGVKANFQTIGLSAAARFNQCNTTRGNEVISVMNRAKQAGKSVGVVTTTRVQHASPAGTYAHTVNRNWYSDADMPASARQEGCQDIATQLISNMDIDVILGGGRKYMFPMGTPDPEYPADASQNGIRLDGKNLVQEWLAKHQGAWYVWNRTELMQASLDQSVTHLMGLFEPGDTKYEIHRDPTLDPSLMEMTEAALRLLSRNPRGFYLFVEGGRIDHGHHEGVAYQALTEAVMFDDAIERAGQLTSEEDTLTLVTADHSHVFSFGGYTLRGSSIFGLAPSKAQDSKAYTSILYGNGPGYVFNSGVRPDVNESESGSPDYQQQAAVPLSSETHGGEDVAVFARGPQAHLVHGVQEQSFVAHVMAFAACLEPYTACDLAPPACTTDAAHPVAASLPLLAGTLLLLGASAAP
MPTP block – inhibitors of mitochondrial permeability transition pore; AID 602449; inhibition, % at 10 µM; isolated mouse mitochondria, Ca2+ swelling absorbance, 30 min; 360,000 compounds, 1.4% hits;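 active means inhibition of 50% or more, scaled per plate between neutral and stimulator controls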;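 further: 0% = DMSO wells given calcium and 100% = 1 mM EGTA wells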
ATG4B inh – blocks human ATG4B protease cleavage of LC3 substrate; ATG4B cleavage of LC3-PLA2, NBD-HPC fluorescence, 1 h; inhibition, % at 8.33 µM; Q9Y4P1; AID 504462; 340,000 compounds, 0.51% hits; in the data active means inhibition above about 40%
mIAP block – blocks mouse intestinal alkaline phosphatase; purified mouse IAP, CDP-Star luminescence, 30 min; inhibition, % at 10 µM; 330,000 compounds, 0.2% hits; AID 2806;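 active means inhibition of at least 40% at 10 µM in the primary screen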;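 further: plate controls were DMSO with enzyme for no effect and no enzyme wells for full effect; values of inactives mirror those of a sister screen read the other way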
hIAP activ – human IAP activation; purified human IAP, CDP-Star luminescence, 30 min; active compounds read high; 1 = vehicle-only enzyme, 0 = enzyme-free background; activation factor at 10 µM; 330,000 compounds, 0.16% hits;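 active means activation factor of the enzyme at least 2-fold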; further: the source names both 10 and 20 µM as test concentration; values of inactives mirror those of a sister screen read the other way
APOBEC3A inh – inhibitors of human APOBEC3A DNA deaminase. AID 493011. 330,000 compounds, 0.41% hits. inhibition, % at 20 µM. recombinant A3A, FAM/TAMRA ssDNA deamination fluorescence. P31941;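 active means at least 40% inhibition at 20 µM here, with at most 30% in a related deaminase screen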;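 further: plate controls were A3A with DMSO for no effect and wells lacking A3A enzyme for full effect; some results filed as inactive read as strong as hits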
A3G deaminase – blocks human APOBEC3G single-stranded DNA deamination | recombinant A3G, ssDNA deamination FAM/TAMRA fluorescence | 330,000 compounds, 0.28% hits | Q9HC16 | AID 493012 | inhibition, % at 20 µM;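 active means inhibition of at least 40% at 20 µM, with no more than 30% in the related APOBEC3A deaminase screen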;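 further: plate controls were DMSO wells with A3G for no effect and wells lacking A3G enzyme for full effect; some compounds called inactive have numbers as strong as hits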
Target sequence (Q9HC16 whole entry, looked up): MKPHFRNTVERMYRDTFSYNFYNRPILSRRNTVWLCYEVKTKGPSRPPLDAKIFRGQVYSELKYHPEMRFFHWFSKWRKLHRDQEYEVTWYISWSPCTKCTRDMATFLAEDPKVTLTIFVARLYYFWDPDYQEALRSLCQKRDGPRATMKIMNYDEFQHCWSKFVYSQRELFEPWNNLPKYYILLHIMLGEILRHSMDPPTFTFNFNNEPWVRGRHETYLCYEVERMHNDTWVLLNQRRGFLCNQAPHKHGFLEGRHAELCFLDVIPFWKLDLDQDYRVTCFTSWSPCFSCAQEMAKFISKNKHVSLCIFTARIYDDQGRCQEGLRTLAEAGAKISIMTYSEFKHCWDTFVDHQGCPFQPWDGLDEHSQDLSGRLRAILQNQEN
mIAP activ – mouse IAP activation | 330,000 compounds, 0.24% hits | activation factor at 10 µM | muIAP, CDP-Star luminescence, 30 min; active compounds read high; 1 = vehicle-only enzyme signal, 0 = enzyme-free wells | AID 2805;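 active means activation factor of at least 2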; further: the source names both 10 and 20 µM as test concentration; values of inactives mirror those of a sister screen read the other way
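also added = chemiluminescent substrate CDP-Star | test system = mouse IAP enzyme | signal = chemiluminescence readout | compound = DMSO-dissolved test compounds | incubation = 30 min at room temperature | benchmarks = DMSO wells, no-enzyme wells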
Numbers without * were called inactive.

What do the screens show for `COc1ccc(C2OC(=O)CC2C(=O)NC2CCCCCC2)cc1OC` (stereo not given)?
MIN6 prolif: 1; hIAP block: -11; MPTP block: -1.0; ATG4B inh: -3; mIAP block: 12; hIAP activ: 1.1; APOBEC3A inh: 4; A3G deaminase: 1; mIAP activ: 0.88

How did O=C(CCn1nnc2ccccc2c1=O)N[C@@H](Cc1c[nH]c2ccccc12)C(=O)O do in these assays?
MIN6 prolif: 1; hIAP block: 4; MPTP block: 1.4; ATG4B inh: 0; mIAP block: -4; hIAP activ: 0.96; APOBEC3A inh: 5; A3G deaminase: -7; mIAP activ: 1

What do the screens show for `CN(C(=O)CSc1n[nH]c(-c2cccs2)n1)C1CCS(=O)(=O)C1` (stereo not given)?
MIN6 prolif: 0; hIAP block: -7; MPTP block: -0.8; ATG4B inh: 3; mIAP block: 5; hIAP activ: 1.1; APOBEC3A inh: -1; A3G deaminase: -6; mIAP activ: 0.95

What do the screens show for `Cc1ccc(N=Nc2c(C)[nH]n(C(N)=S)c2=O)cc1`?
MIN6 prolif: -3; hIAP block: -23; MPTP block: -1.7; ATG4B inh: -8; mIAP block: 9; hIAP activ: 1.2; APOBEC3A inh: -3; A3G deaminase: -3; mIAP activ: 0.91

Results for CC(C)NC(=O)c1ccccc1N(Cc1ccccc1)S(C)(=O)=O ?
MIN6 prolif: -3; hIAP block: -5; MPTP block: -1.1; ATG4B inh: 9; mIAP block: 2; hIAP activ: 1.1; APOBEC3A inh: 4; A3G deaminase: -2; mIAP activ: 0.98

Results for COCCCNC(=O)c1cn(CCOC)c(=O)c2c1c1ccccc1n2C ?
MIN6 prolif: -1; hIAP block: 4; MPTP block: 0.3; ATG4B inh: -11; mIAP block: 3; hIAP activ: 0.96; APOBEC3A inh: 0; A3G deaminase: -1; mIAP activ: 0.97

What do the screens show for `CCCOc1ccc(C(=O)NNC(=S)NC(C)=O)cc1`?
MIN6 prolif: -4; hIAP block: -118; MPTP block: -4.0; ATG4B inh: 8; mIAP block: 10; hIAP activ: 2.2*; APOBEC3A inh: -6; A3G deaminase: 32; mIAP activ: 0.9

How did CC(C1CC1)N(Cc1ccccc1)C(=O)NC(=O)c1ccccc1 (stereo not given) do in these assays?
MIN6 prolif: 1; hIAP block: -4; MPTP block: 1.9; ATG4B inh: -2; mIAP block: 2; hIAP activ: 1; APOBEC3A inh: 4; A3G deaminase: -13; mIAP activ: 0.97

Results for CSc1ccc(C#N)cc1NC(=O)c1ccc(Cl)cc1 ?
MIN6 prolif: -1; hIAP block: 7; MPTP block: 0.0; ATG4B inh: 6; mIAP block: -2; hIAP activ: 0.93; APOBEC3A inh: 3; A3G deaminase: -4; mIAP activ: 1

How did Cc1nc(-c2ccc(F)cc2)c(CC(=O)N2CCN(S(=O)(=O)c3cccc(Cl)c3)CC2)s1 do in these assays?
MIN6 prolif: 1; hIAP block: 12; MPTP block: 0.7; ATG4B inh: -16; mIAP block: 10; hIAP activ: 0.88; APOBEC3A inh: -4; A3G deaminase: -11; mIAP activ: 0.9

How did COc1cc(OC)c(OC)cc1CN1CCN(C(=O)CC(C)C)CC1 do in these assays?
MIN6 prolif: -2; hIAP block: -16; MPTP block: -0.6; ATG4B inh: -5; mIAP block: -4; hIAP activ: 1.2; APOBEC3A inh: -9; A3G deaminase: -4; mIAP activ: 1

How did COc1ccccc1NC(=O)c1nn(C)cc1Br do in these assays?
MIN6 prolif: 0; hIAP block: 9; MPTP block: 0.2; ATG4B inh: 3; mIAP block: -3; hIAP activ: 0.91; APOBEC3A inh: -3; A3G deaminase: -6; mIAP activ: 1

What do the screens show for `COc1ccc(/C(=N/Nc2ncnc3ccccc23)C(=O)O)cc1`?
MIN6 prolif: -1; hIAP block: -46; MPTP block: -10; ATG4B inh: 4; mIAP block: -3; hIAP activ: 1.5; APOBEC3A inh: 1; A3G deaminase: -5; mIAP activ: 1

What do the screens show for `COc1cc(/C=N/NC(=O)CC2(C)OCCCO2)ccc1OCc1ccccc1`?
MIN6 prolif: -2; hIAP block: -4; MPTP block: -0.5; ATG4B inh: -13; mIAP block: 5; hIAP activ: 1; APOBEC3A inh: 1; A3G deaminase: 1; mIAP activ: 0.95

How did CCOC(=O)c1c(NC(=S)Nc2cccnc2)sc(C)c1C do in these assays?
MIN6 prolif: 1; hIAP block: 7; MPTP block: -0.5; ATG4B inh: 12; mIAP block: 0; hIAP activ: 0.93; APOBEC3A inh: -2; A3G deaminase: -7; mIAP activ: 1

A draw from above in order of SMILES length, falling:
Results for CC(C)NC(=O)c1ccccc1N(Cc1ccccc1)S(C)(=O)=O ?
MIN6 prolif: -3; hIAP block: -5; MPTP block: -1.1; ATG4B inh: 9; mIAP block: 2; hIAP activ: 1.1; APOBEC3A inh: 4; A3G deaminase: -2; mIAP activ: 0.98

How did COc1cc(OC)c(OC)cc1CN1CCN(C(=O)CC(C)C)CC1 do in these assays?
MIN6 prolif: -2; hIAP block: -16; MPTP block: -0.6; ATG4B inh: -5; mIAP block: -4; hIAP activ: 1.2; APOBEC3A inh: -9; A3G deaminase: -4; mIAP activ: 1

Results for CSc1ccc(C#N)cc1NC(=O)c1ccc(Cl)cc1 ?
MIN6 prolif: -1; hIAP block: 7; MPTP block: 0.0; ATG4B inh: 6; mIAP block: -2; hIAP activ: 0.93; APOBEC3A inh: 3; A3G deaminase: -4; mIAP activ: 1

The list goes on.
Results for COC(=O)c1sccc1NC(=S)Nc1cccc(F)c1 ?
MIN6 prolif: -2; hIAP block: -15; MPTP block: 28; ATG4B inh: 2; mIAP block: -10; hIAP activ: 1.1; APOBEC3A inh: -5; A3G deaminase: -3; mIAP activ: 1.1

How did CCn1c(-c2ccoc2C)n[nH]c1=S do in these assays?
MIN6 prolif: -2; hIAP block: 16; MPTP block: -1.5; ATG4B inh: -3; mIAP block: 12; hIAP activ: 0.84; APOBEC3A inh: -4; A3G deaminase: 1; mIAP activ: 0.89

How did Cc1cc(C)c(O)c(-c2cc(C(=O)NCCc3ccc(S(N)(=O)=O)cc3)[nH]n2)c1 do in these assays?
MIN6 prolif: -1; hIAP block: -72; MPTP block: 2.0; ATG4B inh: -18; mIAP block: 25; hIAP activ: 1.7; APOBEC3A inh: 2; A3G deaminase: -3; mIAP activ: 0.75

How did COC(=O)c1ccc(N2CCN(c3ccccc3)CC2)nc1 do in these assays?
MIN6 prolif: 1; hIAP block: 13; MPTP block: 0.3; ATG4B inh: 2; mIAP block: 3; hIAP activ: 0.87; APOBEC3A inh: 0; A3G deaminase: 2; mIAP activ: 0.97

Results for CC(C)(C)c1ccc(OC(=O)c2ccccc2)cc1 ?
MIN6 prolif: -4; hIAP block: 9; MPTP block: -0.1; ATG4B inh: 68*; mIAP block: 6; hIAP activ: 0.91; APOBEC3A inh: -1; A3G deaminase: -9; mIAP activ: 0.94

How did CCNC(=O)CC1C(=O)N(c2ccccc2)C(=O)N1CCOC (stereo not given) do in these assays?
MIN6 prolif: -1; hIAP block: -3; MPTP block: -2.3; ATG4B inh: 6; mIAP block: -3; hIAP activ: 1; APOBEC3A inh: -3; A3G deaminase: -9; mIAP activ: 1

What do the screens show for `COc1ccc(NC(=O)CSc2c(C)n[nH]c2C)cc1`?
MIN6 prolif: 0; hIAP block: 2; MPTP block: -0.4; ATG4B inh: -12; mIAP block: 8; hIAP activ: 0.98; APOBEC3A inh: 4; A3G deaminase: 2; mIAP activ: 0.92

Results for COc1ccc(S(=O)(=O)N(C)c2ccc(C(=O)N3CCC(C(N)=O)CC3)cc2)cc1 ?
MIN6 prolif: 0; hIAP block: 3; MPTP block: -2.0; ATG4B inh: 0; mIAP block: 4; hIAP activ: 0.97; APOBEC3A inh: 2; A3G deaminase: -5; mIAP activ: 0.96

How did O=C(CSc1nnc2c(n1)[nH]c1ccccc12)Nc1ccc2c(c1)OCO2 do in these assays?
MIN6 prolif: -2; hIAP block: -9; MPTP block: 0.6; ATG4B inh: -2; mIAP block: 18; hIAP activ: 1.1; APOBEC3A inh: 3; A3G deaminase: 3; mIAP activ: 0.82

What do the screens show for `c1ccc(Oc2ccc(-c3ccnc4nc(N5CCN(c6ccccc6)CC5)nn34)cc2)cc1`?
MIN6 prolif: -6; hIAP block: -7; MPTP block: 10; ATG4B inh: 0; mIAP block: 3; hIAP activ: 1.1; APOBEC3A inh: 0; A3G deaminase: -8; mIAP activ: 0.97

What do the screens show for `COc1ccc(C(=O)NNC(=O)c2ccc(S(=O)(=O)N3CCCCC3)cc2)cc1`?
MIN6 prolif: -1; hIAP block: -20; MPTP block: -0.7; ATG4B inh: -6; mIAP block: -1; hIAP activ: 1.2; APOBEC3A inh: -4; A3G deaminase: -2; mIAP activ: 1

What do the screens show for `COC(=O)c1ccc(CSc2nc3ccc(C)cc3[nH]2)o1`?
MIN6 prolif: -2; hIAP block: 1; MPTP block: 0.5; ATG4B inh: -11; mIAP block: -6; hIAP activ: 0.99; APOBEC3A inh: -2; A3G deaminase: -6; mIAP activ: 1.1

Results for CC(NS(=O)(=O)c1cccc(C(=O)NCc2ccncc2)c1)c1ccccc1 (stereo not given) ?
MIN6 prolif: 3; hIAP block: 0; MPTP block: 3.4; ATG4B inh: 3; mIAP block: 2; hIAP activ: 1; APOBEC3A inh: -5; A3G deaminase: -10; mIAP activ: 0.98

How did CN1CCN(c2ccc(Cl)cc2NS(=O)(=O)c2ccccc2Cl)CC1 do in these assays?
MIN6 prolif: -3; hIAP block: -12; MPTP block: -1.2; ATG4B inh: -16; mIAP block: -3; hIAP activ: 1.1; APOBEC3A inh: -3; A3G deaminase: -8; mIAP activ: 1

What do the screens show for `C/C(CC(=O)Nc1ccc(Cl)c(Cl)c1)=N\NC(=O)Cc1ccccc1`?
MIN6 prolif: -3; hIAP block: 15; MPTP block: 0.5; ATG4B inh: -6; mIAP block: -4; hIAP activ: 0.85; APOBEC3A inh: 1; A3G deaminase: 1; mIAP activ: 1

How did CC(=O)c1ccc(NC(=S)N2C(C)CCCC2C)cc1 (stereo not given) do in these assays?
MIN6 prolif: -4; hIAP block: -1; mIAP block: -2; hIAP activ: 1; APOBEC3A inh: -9; A3G deaminase: 0; mIAP activ: 1

Results for Cc1cc(NC(=O)CSc2ccc(-c3ccc4c(c3)OCO4)nn2)no1 ?
MIN6 prolif: -2; hIAP block: 9; mIAP block: 3; hIAP activ: 0.91; APOBEC3A inh: 3; A3G deaminase: 1; mIAP activ: 0.97

What do the screens show for `Cn1c2ccccc2c2cnn(CC(=O)NCCCN3CCN(c4ccccc4F)CC3)c(=O)c21`?
MIN6 prolif: -3; hIAP block: -21; MPTP block: 1.5; ATG4B inh: 3; mIAP block: 1; hIAP activ: 1.2; APOBEC3A inh: -3; A3G deaminase: -4; mIAP activ: 0.99

How did CC(=O)Nc1ccc(OC(=O)c2ccc(Cl)cc2)cc1 do in these assays?
MIN6 prolif: 0; hIAP block: 5; MPTP block: -0.4; ATG4B inh: 2; mIAP block: 9; hIAP activ: 0.95; APOBEC3A inh: -2; A3G deaminase: -6; mIAP activ: 0.91

Results for COCCOC(=O)c1c(C)n(C)c2ccc(OC(=O)c3cccs3)cc12 ?
MIN6 prolif: 3; hIAP block: 2; MPTP block: -0.4; ATG4B inh: -13; mIAP block: -4; hIAP activ: 0.98; APOBEC3A inh: 1; A3G deaminase: -3; mIAP activ: 1
